Screens deposited in PubChem by several laboratories.
Hsp70 act – Hsp70 transcriptional activators, primary screen, cell-based, HeLa, Hsp70 promoter luciferase, luminescence, 10 µM | HeLa Hsp70 promoter luciferase reporter; scaled: vehicle 0, proteasome-inhibitor control 100% | activation, % at 10 µM | 200,000 compounds, 0.04% hits;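 active = activation above the mean across all tested compounds plus 3 SD, cutoff set per campaign, cut at about 5.5% in these data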;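 note: 100% = MG132 at 30 µM as the positive control and 0% = DMSO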
STAT3 act – IL-6 driven STAT3 reporter potentiators, primary screen, U3A cells, luciferase, luminescence, MLSCN library; activation (% of control), % at 5.6 µM; IL-6 STAT3-luciferase reporter; 100% = signal with IL-6 EC80 alone; 190,000 compounds, 0.91% hits;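 active = activation above the screen-wide mean of compound activation plus 3 SD, cut at about 130% in these data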;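 note: 0% = background luminescence of wells with medium and substrate only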
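Material: STAT3-luciferase reporter U3A cells; Probe or stimulus: IL-6 (33 ng/mL); Incubation: compound pre-incubation 1 h before IL-6, then 6 h stimulation at 37 °C; Technique: luminescence from STAT3-driven luciferase reporter; Evaluation: % activation versus median of IL-6-stimulated wells; Controls: IL-6-only high control.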
STAT3 blocker – IL-6 driven STAT3 reporter inhibitors, primary screen, U3A cells, luciferase, luminescence, MLSCN library | IL-6 STAT3-luciferase reporter; host cell line lacks STAT1 | AID 862, 2007 | 190,000 compounds, 0.89% hits | inhibition, % at 5.5 µM;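 active = inhibition above the mean inhibition across all screened compounds plus 3 SD, cut at about 44% in these data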;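 note: 0% = DMSO only wells and 100% = 100 µM nifuroxazide control wells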
STAT1 act – STAT1 signaling activators, primary screen, cell-based, HTS, luciferase reporter. NIH 3T3 STAT1-luciferase reporter, IFN-gamma, luminescence; 100% = IFN-gamma alone, no compound. activation (% of control), % at 5.5 µM. 200,000 compounds, 2.6% hits;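 active = activation above the screen-wide mean activation plus 3 SD, cut at about 130% in these data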;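 note: raw ratio to IFN-gamma control signal so 100% means no change and 0% no light; values of inactives mirror those of a sister screen read the other way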
TLR4 MyD88 comp – inhibitors of TLR4-MyD88 association in cells, primary screen, cell-based, HeLa CL3-4, BLA complementation, FRET ratio; 200,000 compounds, 0.18% hits; HeLa CL3-4 TLR4/MyD88 BLA complementation; inhibition, % at 8.4 µM; Toll-like receptor 4 (Homo sapiens) + Myeloid differentiation primary response protein …; in the data active = inhibition above about 25%;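 note: 0% = vehicle and 100% = reference inhibitor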
Target sequence (O00206 whole entry, looked up): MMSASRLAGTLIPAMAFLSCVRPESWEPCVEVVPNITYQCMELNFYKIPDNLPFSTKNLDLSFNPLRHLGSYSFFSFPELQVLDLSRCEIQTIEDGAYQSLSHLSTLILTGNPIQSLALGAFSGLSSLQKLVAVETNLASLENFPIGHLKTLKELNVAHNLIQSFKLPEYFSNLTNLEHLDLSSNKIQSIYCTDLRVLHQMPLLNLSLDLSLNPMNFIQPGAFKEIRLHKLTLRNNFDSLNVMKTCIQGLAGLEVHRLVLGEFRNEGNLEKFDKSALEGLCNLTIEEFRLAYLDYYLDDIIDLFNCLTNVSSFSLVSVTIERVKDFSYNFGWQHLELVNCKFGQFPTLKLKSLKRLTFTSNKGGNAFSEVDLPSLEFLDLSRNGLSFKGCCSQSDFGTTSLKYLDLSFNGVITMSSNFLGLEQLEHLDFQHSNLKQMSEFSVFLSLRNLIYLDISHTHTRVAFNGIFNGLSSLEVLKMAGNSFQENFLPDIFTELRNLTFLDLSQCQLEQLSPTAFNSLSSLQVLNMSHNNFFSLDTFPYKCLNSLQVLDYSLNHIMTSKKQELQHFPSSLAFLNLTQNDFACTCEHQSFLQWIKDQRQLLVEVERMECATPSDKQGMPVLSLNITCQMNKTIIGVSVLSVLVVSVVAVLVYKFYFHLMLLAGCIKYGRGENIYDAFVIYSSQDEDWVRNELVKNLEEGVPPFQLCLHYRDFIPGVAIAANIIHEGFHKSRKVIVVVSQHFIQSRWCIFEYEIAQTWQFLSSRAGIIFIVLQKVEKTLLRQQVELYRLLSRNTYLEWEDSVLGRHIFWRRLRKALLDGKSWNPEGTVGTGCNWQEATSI
Target sequence (Q99836 whole entry, looked up): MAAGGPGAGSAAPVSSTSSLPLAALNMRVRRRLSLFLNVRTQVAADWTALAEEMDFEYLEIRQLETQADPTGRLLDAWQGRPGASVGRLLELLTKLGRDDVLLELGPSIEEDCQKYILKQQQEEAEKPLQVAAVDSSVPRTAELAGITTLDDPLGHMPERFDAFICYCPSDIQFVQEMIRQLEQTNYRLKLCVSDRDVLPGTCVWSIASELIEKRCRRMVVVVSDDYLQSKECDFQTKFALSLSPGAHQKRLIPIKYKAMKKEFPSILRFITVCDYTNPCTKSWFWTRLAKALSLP
Diaphorase act – compounds boosting diaphorase resazurin reduction – biochemical, uHTS, resorufin fluorescence, counter-screen for diaphorase-coupled primary assays, primary screen. Diaphorase/resazurin coupled assay, 16 min; active compounds read high; 1 = vehicle wells, 0 = NADH-free wells. activation factor at 20 µM. 190,000 compounds, 0.005% hits;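 active = diaphorase activity raised at least twofold by the compound at 20 µM; inactive = activation factor below 2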
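Material: Clostridium kluyveri diaphorase, purified enzyme; Quantity: enzyme 0.07 U/mL final; Medium: HEPES pH 7.4 buffer with MgCl2 and Tween 20; Dosing: single compound dose of 20 µM, 1% DMSO final; Schedule: 16 min reaction at room temperature; Measured by: red resorufin fluorescence at 544/590 nm excitation/emission.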
STAT1 blocker – STAT1 signaling inhibitors, primary screen, cell-based, HTS, luciferase reporter. 200,000 compounds, 0.35% hits. inhibition, % at 5.5 µM. AID 920, 2007. NIH 3T3 STAT1-luciferase reporter, IFN-gamma, luminescence;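 active = inhibition above a set limit, the mean inhibition across all tested compounds plus 3 SD, cut at about 34% in these data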;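 note: 0% = IFN-gamma with DMSO and 100% = IFN-gamma with 300 µM nifuroxazide; values of inactives mirror those of a sister screen read the other way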
Diaph inh CS – diaphorase inhibitors and chemical oxidizers, primary screen, counter-screen for diaphorase-coupled primary assays, biochemical, uHTS, resorufin fluorescence; diaphorase resazurin-to-resorufin fluorescence, NADH, 16 min; bacterial (C. kluyveri) enzyme, not human; inhibition, % at 20 µM; 190,000 compounds, 0.69% hits; AID 1217, 2008;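 active = primary screen inhibition at 20 µM above a set limit, cut at about 50% in these data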;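 note: plate controls were DMSO with full reaction for no effect and wells lacking NADH for full effect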
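Test system: bacterial diaphorase enzyme (C. kluyveri); Quantity: 0.14 U/mL diaphorase, enzyme working solution; Times: reaction incubation of 16 min at room temperature; Measured by: fluorescence of resorufin formed from resazurin, Ex 544/Em 590 nm; Benchmarks: positive control minus NADH, DMSO neutral control.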
G6PDH counter – L. mesenteroides G6PDH inhibitors, counter-screen for G6PDH-coupled screening assays, biochemical, Leuconostoc mesenteroides enzyme | glucose-6-phosphate dehydrogenase [Leuconostoc mesenteroides] | Purified L. mesenteroides G6PDH, diaphorase/resazurin coupled fluorescence, 45 min | inhibition, % at 5 µM | 200,000 compounds, 0.12% hits; in the data active = inhibition above about 50%
APP transl inh – inhibitors of APP translation via 5'UTR reporter, primary screen, APP 5'UTR luciferase, SH-SY5Y cells. 190,000 compounds, 0.82% hits. inhibition, % at 2 µM. SH-SY5Y APP 5'UTR-luciferase reporter, luminescence;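 active = inhibition above a set limit, derived from the sample mean plus 3 SD, cut at about 45% in these data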; note: values of inactives mirror those of a sister screen read the other way
* = called active by the depositor; / = no result given. The order is random; about 6.1% have a hit in one of these screens.

SMILES	Hsp70 act	STAT3 act	STAT3 blocker	STAT1 act	TLR4 MyD88 comp	Diaphorase act	STAT1 blocker	Diaph inh CS	G6PDH counter	APP transl inh
CSc1ccccc1NC(=O)CCn1c(=O)sc2ccccc21	-0.1	92	17	93	7	0.9	8	13	-5	-2
COC(=O)c1cc(Cl)c(NC(=O)c2cc(OC)c(OC)c(OC)c2)cc1OC	0.1	92	18	105	-11	0.9	-4	8	-32	5
CSc1nc2ccccc2n1Cc1c(Cl)cccc1Cl	-0.3	87	16	102	4	0.9	2	14	9	-13
O=C(Nc1ccc(-c2cn3ccccc3n2)cc1)c1ccco1	0.0	92	14	144*	-8	1	-50	0	-1	-122
O=C(c1ccccc1[N+](=O)[O-])N1CCc2ccccc2C1	-0.2	95	6	102	-18	1	-2	3	15	5
Nc1ccc(C2=Nc3cccc4cccc(c34)N2)cc1	-0.2	158*	-71	105	1	1	-6	1	22	1
CC(C)(C)NC(=O)COC(=O)c1cncc(Br)c1	-0.2	109	-9	102	4	0.6	-2	37	-1	8
Cc1ccc(NC(=O)C2(c3cccs3)CCOCC2)cc1C	-0.3	99	5	103	-3	0.9	-3	11	-7	11
CNC(=S)N1CCc2ccccc2C1	-0.1	95	8	96	-1	0.9	5	13	4	0
CCCC(=O)Nc1nc(CC(=O)OCC)cs1	-0.1	97	9	100	13	1	0	-1	-6	-19
CCOC(=O)c1ccccc1NC(=O)c1nc2nccc(C)n2n1	-0.6	91	16	106	-6	0.9	-7	13	-4	15
CN(C)c1ccc(-c2noc(C3CCN(S(=O)(=O)c4ccc(C(=O)O)cc4)CC3)n2)cc1	-0.2	80	31	97	-4	/	3	/	/	3
CCSc1nnc(-c2cccs2)o1	-0.2	98	8	109	1	0.9	-9	13	-13	0
Clc1cc(Br)ccc1OCCOCCOc1cccc2cccnc12	-0.5	97	4	104	12	0.8	-5	22	11	-18
Cc1ccc(-c2nc3cnccn3c2Nc2c(C)cccc2C)o1	-0.1	92	18	115	17	0.9	-17	9	10	23
Fc1ccc2[nH]c3c(N4CCN(Cc5ccc6c(c5)OCO6)CC4)ncnc3c2c1	-0.3	46	66*	61	0	0.8	45*	20	2	10
Cc1ccc2cc(-c3noc(C4CCCCC4)n3)c(=O)[nH]c2c1	-0.3	/	/	96	-8	0.9	3	5	-3	-19
CC1(C)CC2(CC(c3ccccc3)Oc3cc(O)ccc32)NC(=S)N1 (centres undefined)	-0.4	101	0	100	15	0.9	0	10	-8	2
Cc1cc(C)n(-c2ccc(C(=O)Nc3ccccn3)cc2)n1	0.1	71	35	156*	-6	0.8	-62	15	7	-142
CC(Sc1nnc(COc2ccc([N+](=O)[O-])cc2)n1C)C(=O)O (centres undefined)	-0.2	105	-3	100	9	0.8	0	17	9	15
COc1ccc(-c2[nH]ncc2CN2CCCC2c2nonc2C)c(F)c1 (centres undefined)	-0.3	101	4	97	8	0.9	2	12	11	8
CC(Oc1ccccc1Br)C(=O)N1CCc2ccccc21 (centres undefined)	-0.2	131	-32	95	-2	0.9	5	8	0	-37
CN(C)CCOc1ccccc1-c1ccccc1	-0.1	96	2	96	-2	0.9	4	10	2	6
CCOC(=O)c1cnc2nc(C)[nH]n2c1=O	-0.4	98	6	102	5	0.9	-4	7	-5	-18
COC(=O)c1c(NC(=O)C2c3ccccc3Oc3ccccc32)sc(C)c1C	-0.1	102	4	100	-4	0.9	0	9	5	-3
N#Cc1ccc(CNc2cnccn2)cc1	0.1	93	10	99	-1	0.9	1	9	12	-6
Cc1cc(C)nc(N(C#N)CC(=O)N2CCC(C(N)=O)CC2)n1	-0.1	97	7	102	15	1	-2	4	6	-12
COCCn1c(C)cc(C(=O)COC(=O)/C=C/c2cccc(OC)c2)c1C	-0.4	98	4	99	7	1	0	0	2	7
Cc1cc(=O)cc(C)n1-c1ccc(O)cc1	-0.3	86	24	101	-5	0.9	-3	8	6	-12
Cn1cccc1/C=N/n1c(-c2ccc(C(C)(C)C)cc2)n[nH]c1=S	-0.5	98	3	100	-4	0.6	0	36	3	-7
O=C(/C=C/Nc1ccc([N+](=O)[O-])cc1)c1ccc(Br)cc1	-0.3	93	11	106	-8	0.9	-7	5	3	-37
CC(=O)Nc1ccc(-c2nnc(SCc3ccc(C)cc3)n2C)cc1	-0.2	100	6	92	-7	0.9	9	10	1	25
CCCn1c(-c2nonc2N)nc2ccccc21	-0.7	98	4	96	-1	0.7	4	26	1	-11
COc1ccc(-c2nc3c(c(=O)[nH]c(=O)n3Cc3ccccc3)n2Cc2ccccc2)cc1	-0.3	108	-3	100	9	1	0	0	13	-5
COc1ccc(Cc2noc(CN(C)C3CC(C)(C)NC(C)(C)C3)n2)cc1OC	-0.3	105	0	99	-7	1.1	-1	-11	5	11
O=C(CCl)NCCCCCCCCCNC(=O)CCl	0.1	106	-3	103	-7	1	-4	5	7	15
CCC(=O)NC(=S)Nc1ccc2oc(-c3ccc(OC)cc3)nc2c1	0.3	98	10	125	-2	1.1	-29	-12	0	-137
O=C(NCc1ccc(F)cc1)C1CCCN(S(=O)(=O)c2cccc3nsnc23)C1 (centres undefined)	-0.1	103	-7	97	-12	0.9	3	13	4	12
CCc1cccc(CC)c1NC(=O)CN1C2CCCC1CC(NC(=O)Nc1cccc(OC)c1)C2 (centres undefined)	-0.1	110	-4	119	1	0.7	-23	26	16	-29
CCCn1nnc(NC(=S)NC(=O)Cc2ccccc2)n1	-0.1	94	12	100	-4	0.9	-2	10	7	-4
O=C(N/N=C/C1CC=CCC1)c1cc2ccccc2cc1O (centres undefined)	-0.2	99	5	97	0	0.7	3	26	9	-10
O=C(CC(c1ccccc1)c1ccco1)N1CCOCC1 (centres undefined)	-0.1	105	-2	96	-11	1	4	-2	0	3
Cc1cc(C)n(CC(=O)Nc2ccccc2)n1	-0.1	108	-9	104	12	0.9	-4	6	-3	-14
CCSc1nnc([C@H](Cc2c[nH]c3ccccc23)NC(=O)OC(C)(C)C)o1	-0.3	103	-3	100	3	1	0	1	13	6
O=C1CCc2cc(S(=O)(=O)NCCCC(=O)N3CCN(Cc4ccc5c(c4)OCO5)CC3)ccc2N1	-0.5	101	3	104	12	0.9	-6	8	1	-8
O=C(c1ccc(Cl)cc1)c1cnc(Nc2ccccc2)s1	-0.1	107	-7	119	26*	1	-21	4	4	-14
CC(C)(C)S(=O)(=O)c1ccccc1C(=O)O	-0.1	100	2	109	4	0.8	-10	16	2	-1
O=C(COC(=O)C1COc2ccccc2O1)NC(=O)NC1CCCCC1 (centres undefined)	-0.2	100	-3	98	0	0.9	2	7	-3	-1
COc1ccc(-c2noc(C3CCCN(S(=O)(=O)c4cccc(Cl)c4C)C3)n2)cc1OC (centres undefined)	0.0	97	6	99	5	0.8	1	19	4	-11
COc1ccc(C)cc1S(=O)(=O)N(C)CC(N)=O	-0.1	101	0	102	4	0.9	-6	9	-2	-1

As entered above.
In Hsp70 act, COC(=O)c1c(NC(=O)C2c3ccccc3Oc3ccccc32)sc(C)c1C has the entry -0.1
In G6PDH counter, O=C(c1ccc(Cl)cc1)c1cnc(Nc2ccccc2)s1 has the entry 4
In G6PDH counter, Cc1ccc(NC(=O)C2(c3cccs3)CCOCC2)cc1C has the entry -7
In Diaphorase act, CCOC(=O)c1cnc2nc(C)[nH]n2c1=O has the entry 0.9

Following part:
SMILES	Hsp70 act	STAT3 act	STAT3 blocker	STAT1 act	TLR4 MyD88 comp	Diaphorase act	STAT1 blocker	Diaph inh CS	G6PDH counter	APP transl inh
COc1ccccc1NC(=O)CSc1nc(N)c(C#N)cc1C#N	-0.1	92	10	97	3	0.8	1	21	6	8
COc1ccc(S(=O)(=O)NCC2CCCN(Cc3cccnc3)C2)cc1 (centres undefined)	-0.2	104	2	104	1	1.1	-7	-11	19	-5
CC(=O)Nc1ccc(OCC(=O)c2ccc(C)cc2C)cc1	-0.2	100	3	100	-8	1	0	0	1	-12
Cc1ccccc1SCC(=O)Nc1cccc(C#N)c1	-0.1	94	11	101	1	0.9	-1	15	2	-6
CC(C)c1ccc(C(=O)N2CCN(CCO)CC2)cc1	-0.1	106	-2	108	-8	0.9	-9	8	2	10
COc1ccc(NC(=O)CSc2nnc(Cn3c(=O)sc4ccccc43)n2C)cc1OC	0.0	106	-7	103	9	0.7	-2	25	-1	-1
COc1cc(OC)c2c(c1)C(=O)OC2	-0.4	88	15	98	4	1	2	3	2	12
CCOCc1nnc(NC(=O)CSc2ccccc2)s1	-0.3	101	2	104	6	0.8	-5	15	7	5
COc1ccc(Br)cc1/C=N/NC(=O)CNC(=O)/C=C/c1ccccc1	-0.3	118	-15	90	-14	1	11	-3	0	-10
CSc1nnc2c(n1)OC(c1ccc(C(=O)O)cc1)N(C(C)=O)c1ccccc1-2 (centres undefined)	-0.3	95	14	98	-9	1	2	0	-4	0
CCn1cc(C(=O)NC2CCCCC2C)c(=O)c2ccc(C)nc21 (centres undefined)	0.2	92	12	93	7	0.9	8	10	0	-13
COCCn1c(N2CCN(c3ccc(OC)cc3)CC2)nc2c1c(=O)[nH]c(=O)n2C	0.1	96	9	89	-3	0.9	13	9	4	-7
CC(=O)/C(=N/Nc1ccccc1)N1CCOCC1	-0.3	96	11	94	-14	0.9	6	11	-22	3
Clc1ccc(OCc2nc3ccccc3[nH]2)cc1	-0.1	87	20	144*	-11	0.9	-51	8	2	-184
COc1ccc(C(=S)N2CCN(C)CC2)cc1	-0.3	98	8	103	-13	0.9	-3	8	3	5

An excerpt from above, showing only STAT3 act and G6PDH counter.
smiles	STAT3 act	G6PDH counter
COCCn1c(N2CCN(c3ccc(OC)cc3)CC2)nc2c1c(=O)[nH]c(=O)n2C	96	4
CC(=O)/C(=N/Nc1ccccc1)N1CCOCC1	96	-22
